Screens from PubChem.
Calpain2 inh = calpain II (pig) inhibition | AID 1236 | actives 0.37% (n = 220,000) | inhibition, % at 16 µM | purified calpain II, fluorogenic peptide substrate, 30 min;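 active = inhibition above about 50%, limit read from the data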
TRPML3 agonist = human mucolipin-3 channel agonism; Q8TDD5; HEK293 TRPML3-YFP, Fluo-8 calcium fluorescence; 100% = the carbachol control signal; activation, % at 3 µM; actives 0.29% (n = 220,000); AID 1448;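 active = activation above its plate's cutoff, the mean activation of the plate's test wells plus 3 SD, cut at about 12% in these data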;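 note: 0% = DMSO only wells and 100% = carbachol wells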
Target sequence (Q8TDD5 whole entry, looked up): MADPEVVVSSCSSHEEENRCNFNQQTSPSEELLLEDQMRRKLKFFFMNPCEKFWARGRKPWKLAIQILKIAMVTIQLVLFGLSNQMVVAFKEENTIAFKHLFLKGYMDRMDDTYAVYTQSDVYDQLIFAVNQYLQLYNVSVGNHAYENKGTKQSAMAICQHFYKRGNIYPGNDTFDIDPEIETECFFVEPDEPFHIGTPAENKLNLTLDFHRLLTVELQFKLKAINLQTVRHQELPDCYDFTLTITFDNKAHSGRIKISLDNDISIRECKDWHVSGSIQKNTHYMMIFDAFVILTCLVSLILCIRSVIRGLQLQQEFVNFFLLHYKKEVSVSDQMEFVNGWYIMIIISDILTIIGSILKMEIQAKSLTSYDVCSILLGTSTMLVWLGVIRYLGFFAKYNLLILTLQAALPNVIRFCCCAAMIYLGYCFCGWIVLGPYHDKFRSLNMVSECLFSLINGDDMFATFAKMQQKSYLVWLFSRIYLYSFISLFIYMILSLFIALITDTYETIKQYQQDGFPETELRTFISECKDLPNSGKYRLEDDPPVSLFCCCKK
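Material: TRPML3-YFP stable HEK293 cells | Dosing: One concentration, 3 µM nominal, 0.3% DMSO | Timing: 125 s total fluorescence read per well | Technique: Fluo-8 calcium dye fluorescence, ex 470-495, em 515-575 nm | Measure: Percent activation from peak-to-basal fluorescence ratio, scaled between DMSO and carbachol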
thrombin 1536 = thrombin (human) inhibition. P00734. alpha-thrombin, Boc-VPR-AMC fluorogenic substrate cleavage. inhibition, % at 5 µM. actives 0.26% (n = 220,000);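 active = inhibition at or above 40%; inactive = inhibition below 40%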;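 note: 0% = enzyme with no compound and 100% = wells without enzyme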
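signal = AMC fluorescence, 355/460 nm | material = human alpha-thrombin enzyme | control set = enzyme without compound as high, wells lacking enzyme as low | times = reaction at room temperature | read-out basis = percent inhibition scaled between no-compound controls and no-enzyme blanks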
EBV gp42 inh = inhibitors of Epstein-Barr virus glycoprotein 42; Q1HVG2; actives 0.42% (n = 220,000); inhibition, % (tested at 21.74 µM); Fluorescence polarization binding assay, mP read-out; in the data active = inhibition above about 50%
Target sequence (Q1HVG2 whole entry, looked up): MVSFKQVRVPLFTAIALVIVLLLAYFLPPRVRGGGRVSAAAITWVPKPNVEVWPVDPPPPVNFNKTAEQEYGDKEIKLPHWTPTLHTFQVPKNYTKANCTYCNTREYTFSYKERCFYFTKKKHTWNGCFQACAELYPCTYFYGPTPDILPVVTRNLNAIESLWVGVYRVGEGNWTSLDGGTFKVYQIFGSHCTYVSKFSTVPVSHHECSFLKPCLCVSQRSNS
Cl transport mod = KCC2 (human) Cl- transport modulation | Q9H2X9 | KCC2 cells, thallium flux FluoZin-2 fluorescence | B-score of Tl+ flux slope (higher = more flux/activation; lower = inhibition) at 10 µM | actives 2.2% (n = 190,000);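 active = thallium flux slope and its plate-corrected score both differing from the plate sample mean at a set confidence after two filtering rounds, in either direction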;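 note: slope of fluorescence scaled to starting intensity during 10 to 20 s after thallium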
PPC-1+TRAIL kill = compounds killing PPC-1 cancer cells with TRAIL present (potentiator screen, no TRAIL-free arm) | actives 0.41% (n = 220,000) | PPC-1 cells + TRAIL, ATPLite viability luminescence | cell killing (% activity), % at 4 µM;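 active = cell killing above 50% in the first pass at 4 µM, then a duplicate retest at 5 µM averaging 50% or more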;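 note: plate controls were cells with TRAIL plus DMSO for no effect and medium-only wells lacking cells for full effect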
zfTRPN1 agonist = agonists of zebrafish TRPN1 channel; HEK293 zebrafish TRPN1-YFP, Fluo-8 calcium fluorescence; 100% = response to 87 µM carbachol; activation, % at 3 µM; actives 0.18% (n = 220,000); AID 1424;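 active = activation above its plate's cutoff, the mean activation of test wells on that plate plus 3 SD, cut at about 19% in these data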;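 note: 0% = DMSO alone and 100% = 87 µM carbachol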
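Assay system: Zebrafish TRPN1-YFP in HEK293 cells | Incubation: Dye loading 1 h at 37 °C, then 30 min room temperature | Measured by: Kinetic Fluo-8 fluorescence, ex 470-495, em 515-575 nm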
Furin inh = inhibitors of human furin; purified furin, fluorogenic substrate cleavage; inhibition, % at 30 µM; actives 0.061% (n = 220,000); AID 463115; in the data active = inhibition above about 25%; note: inactives centre near -15
TbHK1 inh = blocks Trypanosoma brucei hexokinase 1 activity | recombinant TbHK1, G6PDH-coupled NADH A340 | inhibition, % at 10 µM | actives 0.11% (n = 220,000);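 active = inhibition of 50% or more in the single-dose primary screen; inactive = inhibition below 50%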
Starred values were filed as active, the others as inactive; i = inactive; . = not tested or not shown; [ ] = dose if it differs, or a comment.

Letter code – A = Calpain2 inh; B = TRPML3 agonist; C = thrombin 1536; D = EBV gp42 inh; E = Cl transport mod; F = PPC-1+TRAIL kill; G = zfTRPN1 agonist; H = Furin inh; I = TbHK1 inh
> O=C(NCCOCc1ccccc1)C(c1ccccc1)c1ccccc1
  A = 18 | B = -0.8 | C = -1 | D = -2 | E = -1.9 | F = 0 | G = -2.9 | H = -23 | I = 3
> Cc1noc(C)c1CSc1nnc(-c2cccnc2)n1C1CCCCC1C (centres undefined)
  A = 4 | B = 0.0 | C = -7 | D = -13 | E = 0.6 | F = 6 | G = 0.4 | H = -15 | I = -8
> CC(C)n1c(=NC(=O)c2ccco2)c(C#N)cc2c(=O)n3ccccc3cc21
  A = -147 | B = -0.1 | C = -12 | D = -3 | E = -0.47 | F = 4 | G = 0.1 | H = -35 | I = -6
> N#CC1(Nc2cccc(Br)c2)C(=O)Nc2ccccc21 (centres undefined)
  A = 34 | B = 0.6 | C = -1 | D = -4 | E = -2.1 | F = 14 | G = 1.8 | H = -11 | I = -9
> CCCCOC(=O)c1[nH]c2c(c1C)C(=O)CC(c1cc(OC)c(OC)c(OC)c1)C2 (centres undefined)
  A = 4 | B = 0.7 | C = 6 | D = -7 | E = -0.057 | F = 22 | G = 2.1 | H = -16 | I = -4
> O=C(O)c1ccc2c3c(cccc13)C(=O)N(c1cccc3ccccc13)C2=O
  A = 0 | B = 0.3 | C = 0 | D = -4 | E = 1.4 | F = . | G = -0.2 | H = 3 | I = -35
> COc1ccc(C2C(C(C)=O)=C(C)N=c3s/c(=C\c4cc(C)n(C)c4C)c(=O)n32)c(OC)c1 (centres undefined)
  A = -91 | B = 16* | C = 8 | D = 92* | E = i | F = -14 | G = 16 | H = 3 | I = -19
> O=C(Cn1c(NCCO)nc2ccccc21)c1cccs1
  A = 33 | B = 0.5 | C = -4 | D = 19 | E = -1.2 | F = 14 | G = 0.4 | H = -22 | I = 4
> O=C1CC(N2CCCCCC2)C(=O)N1c1ccc(F)cc1 (centres undefined)
  A = -1 | B = 1.1 | C = 0 | D = 0 | E = 0.004 | F = 10 | G = 0.1 | H = -9 | I = 2
> CCCn1c(N)nc2ccccc21
  A = 5 | B = 1.1 | C = 0 | D = 6 | E = 0.55 | F = 19 | G = -0.1 | H = -11[20 µM] | I = -2
> COc1ccc(NC(=O)c2cc3nc(-c4ccccc4)cc(-c4ccccc4)n3n2)c(OC)c1
  A = -189 | B = 0.2 | C = 1 | D = -23 | E = . | F = 3 | G = 0.3 | H = -14 | I = -30
> CCn1cc(CNC(=O)CCc2ccc(OC)cc2)cn1
  A = 28 | B = 1.3 | C = 1 | D = -2 | E = 0.98 | F = 26 | G = 1.4 | H = -19 | I = 8
> CC(NC(c1ccccc1)c1ccccc1)C(=O)N1CCCc2ccccc21 (centres undefined)
  A = 29 | B = -0.8 | C = -9 | D = 8 | E = -0.67 | F = 16 | G = -4.1 | H = -16 | I = 15
> CCn1c(SCC(=O)n2c(C)c(C)c3ccccc32)nnc1-c1ccco1
  A = 7 | B = 0.1 | C = 12 | D = -2 | E = 0.24 | F = 16 | G = 0.0 | H = -29 | I = 0
> O=S(=O)(Nc1nccs1)c1ccc(NCc2cc(Br)cc(Br)c2O)cc1
  A = 20 | B = 0.6 | C = -2 | D = -6 | E = -0.54 | F = -13 | G = -0.2 | H = -33 | I = 27
> O=C(c1ccc(CNS(=O)(=O)c2cccc(C(F)(F)F)c2)cc1)N1CCOCC1
  A = -21 | B = 0.7 | C = 2 | D = -3 | E = -0.31 | F = 3 | G = 1.1 | H = -10[20 µM] | I = 0
> COc1cc(S(=O)(=O)Nc2ccc(C)cc2)ccc1N=Cc1c(C)[nH]n(-c2ccc(C)cc2)c1=O
  A = -70 | B = 0.3 | C = 0 | D = -10 | E = 0.32 | F = -9 | G = -0.5 | H = -28 | I = -8
> O=C(NC1CCCCC1)C(c1cccs1)N(C(=O)Cc1c[nH]c2ccccc12)c1ccc(F)cc1 (centres undefined)
  A = -46 | B = -0.3 | C = 2 | D = -7 | E = -0.21 | F = 29 | G = -0.5 | H = -5[20 µM] | I = 4
> O=C(O)c1ccc(Oc2ccccc2)o1
  A = 23 | B = 0.6 | C = -3 | D = -3 | E = . | F = 4 | G = -0.5 | H = -5 | I = -4
> Cc1ccc(SCC(=O)Nc2ccc(N3CCN(c4ccccc4)CC3)c(F)c2)cc1
  A = 8 | B = 0.2 | C = 0 | D = -24 | E = 0.028 | F = 2 | G = 1.6 | H = -20[20 µM] | I = 4
> CSc1nsc(SCC(=O)NC2CCCCC2)n1
  A = -9 | B = -1.3 | C = 6 | D = -12 | E = 0.056 | F = 12 | G = -0.1 | H = -10[20 µM] | I = 2
> CCOC(=O)c1sc(=S)n(C)c1NC(=O)c1cccc(Br)c1
  A = 32 | B = 0.9 | C = -1 | D = -9 | E = -0.1 | F = -6 | G = 2.2 | H = -12 | I = -13
> COc1ccccc1CNC(=O)COC(=O)CCC(=O)c1cccs1
  A = -17 | B = 0.7 | C = 0 | D = -14 | E = -0.92 | F = 10 | G = 0.3 | H = -15 | I = -3
> COC(=O)c1ccc(NC(=O)CSc2nc(C)cc(=O)[nH]2)cc1
  A = 14 | B = 0.5 | C = 5 | D = 0 | E = 0.005 | F = 9 | G = 0.7 | H = -23[20 µM] | I = -6
> O=C(Nc1cccc(S(=O)(=O)N2CCCCC2)c1)c1ccccc1NS(=O)(=O)c1ccc(F)cc1
  A = -7 | B = 1.6 | C = -10 | D = 9 | E = 0.076 | F = -7 | G = 1.0 | H = -8 | I = 4
> CC(C)c1nnc(NC(=O)c2cc3cc(Br)ccc3oc2=O)s1
  A = -15 | B = 1.1 | C = 1 | D = -13 | E = . | F = -5 | G = 1.2 | H = 2 | I = -16
> CNCC(=O)Nc1ccc(OC(F)(F)F)cc1
  A = -26 | B = 1.8 | C = -4 | D = 5 | E = 1.4 | F = 8 | G = 0.8 | H = -26 | I = -3
> CCS(=O)(=O)Nc1cccc(C2=NN(S(=O)(=O)c3ccc(C)cc3)C(c3cccs3)C2)c1 (centres undefined)
  A = -60 | B = 0.2 | C = -5 | D = -43 | E = -0.99 | F = 3 | G = -0.8 | H = -26 | I = 3
> CS(=O)(=O)c1ccc2nc(NC(=O)c3ccc(S(=O)(=O)NCC4CCCO4)cc3)sc2c1 (centres undefined)
  A = -5 | B = 1.1 | C = -17 | D = 5 | E = -0.052 | F = 30 | G = 3.0 | H = -16 | I = -37
> N#CCC(CNc1ncc(C(F)(F)F)cc1Cl)OC(=O)c1cccc(C(F)(F)F)c1 (centres undefined)
  A = -1 | B = 0.3 | C = 0 | D = -17 | E = . | F = -8 | G = -1.3 | H = -6[20 µM] | I = 4

Arranged by formula weight (smallest number first): part of the list above
Letter code – A = Calpain2 inh; B = TRPML3 agonist; C = thrombin 1536; D = EBV gp42 inh; E = Cl transport mod; F = PPC-1+TRAIL kill; G = zfTRPN1 agonist; H = Furin inh; I = TbHK1 inh
> O=C(O)c1ccc(Oc2ccccc2)o1
  A = 23 | B = 0.6 | C = -3 | D = -3 | E = . | F = 4 | G = -0.5 | H = -5 | I = -4
> CNCC(=O)Nc1ccc(OC(F)(F)F)cc1
  A = -26 | B = 1.8 | C = -4 | D = 5 | E = 1.4 | F = 8 | G = 0.8 | H = -26 | I = -3
> COC(=O)c1ccc(NC(=O)CSc2nc(C)cc(=O)[nH]2)cc1
  A = 14 | B = 0.5 | C = 5 | D = 0 | E = 0.005 | F = 9 | G = 0.7 | H = -23[20 µM] | I = -6
> COc1ccccc1CNC(=O)COC(=O)CCC(=O)c1cccs1
  A = -17 | B = 0.7 | C = 0 | D = -14 | E = -0.92 | F = 10 | G = 0.3 | H = -15 | I = -3
> CC(C)c1nnc(NC(=O)c2cc3cc(Br)ccc3oc2=O)s1
  A = -15 | B = 1.1 | C = 1 | D = -13 | E = . | F = -5 | G = 1.2 | H = 2 | I = -16
> CCOC(=O)c1sc(=S)n(C)c1NC(=O)c1cccc(Br)c1
  A = 32 | B = 0.9 | C = -1 | D = -9 | E = -0.1 | F = -6 | G = 2.2 | H = -12 | I = -13
> Cc1ccc(SCC(=O)Nc2ccc(N3CCN(c4ccccc4)CC3)c(F)c2)cc1
  A = 8 | B = 0.2 | C = 0 | D = -24 | E = 0.028 | F = 2 | G = 1.6 | H = -20[20 µM] | I = 4
> N#CCC(CNc1ncc(C(F)(F)F)cc1Cl)OC(=O)c1cccc(C(F)(F)F)c1 (centres undefined)
  A = -1 | B = 0.3 | C = 0 | D = -17 | E = . | F = -8 | G = -1.3 | H = -6[20 µM] | I = 4
> CCS(=O)(=O)Nc1cccc(C2=NN(S(=O)(=O)c3ccc(C)cc3)C(c3cccs3)C2)c1 (centres undefined)
  A = -60 | B = 0.2 | C = -5 | D = -43 | E = -0.99 | F = 3 | G = -0.8 | H = -26 | I = 3
> O=C(Nc1cccc(S(=O)(=O)N2CCCCC2)c1)c1ccccc1NS(=O)(=O)c1ccc(F)cc1
  A = -7 | B = 1.6 | C = -10 | D = 9 | E = 0.076 | F = -7 | G = 1.0 | H = -8 | I = 4

The results go on:
Letter code – A = Calpain2 inh; B = TRPML3 agonist; C = thrombin 1536; D = EBV gp42 inh; E = Cl transport mod; F = PPC-1+TRAIL kill; G = zfTRPN1 agonist; H = Furin inh; I = TbHK1 inh
> CCOC(=O)N1CCC(NC(=O)CCC(=O)N2CC(C)Oc3ccc(C)cc32)CC1 (centres undefined)
  A = 9 | B = 0.3 | C = 1 | D = -10 | E = . | F = 15 | G = 0.3 | H = -9 | I = 2
> Cc1ccc(Oc2ccc(OCC(=O)OC3CCS(=O)(=O)C3)cc2)cc1 (centres undefined)
  A = . | B = 1.6 | C = . | D = . | E = -0.58 | F = . | G = 2.8 | H = -16[20 µM] | I = 1
> CCOc1cc(/C=C(\C#N)C(N)=O)ccc1OCc1c(C)no[n+]1[O-]
  A = 11 | B = 1.1 | C = 0 | D = -6 | E = 0.017 | F = 30 | G = 0.6 | H = -13 | I = -24
> C[C@@H](NC(=O)c1nc[nH]c1C(=O)N[C@@H](Cc1ccccc1)C(=O)OCc1ccccc1)c1ccccc1
  A = 7 | B = 1.0 | C = -3 | D = -6 | E = 0.36 | F = 0 | G = 1.5 | H = -24 | I = -4
> CC(C)c1cc(N2CCN(C(=O)c3ccco3)CC2)n2c(nc3ccccc32)c1C#N
  A = -363 | B = 0.3 | C = 1 | D = -2 | E = . | F = -1 | G = 1.8 | H = -17 | I = -16
> COc1cc(C(=O)Nc2nc3ccccc3[nH]2)ccc1OC(F)F
  A = -3 | B = 3.5 | C = 3 | D = -8 | E = -1.8 | F = -8 | G = 6.8 | H = -12 | I = -24
> COc1ccc(C(=O)NCCCc2nc3ccccc3n2Cc2cc(C)ccc2C)cc1OC
  A = -27 | B = -0.4 | C = 0 | D = -11 | E = -0.71 | F = 0 | G = -1.3 | H = -19 | I = 0
> COc1ccccc1NC(=O)c1c(C)cc(=O)oc1C
  A = 1 | B = 0.6 | C = -3 | D = -21 | E = . | F = 11 | G = -0.6 | H = -24 | I = -6
> CNS(=O)(=O)c1cccc(C(=O)OCC(=O)N2c3ccccc3CC2C)c1 (centres undefined)
  A = 6 | B = 0.2 | C = -1 | D = -2 | E = -3.9 | F = -8 | G = -1.0 | H = -4[20 µM] | I = 2
> CCSc1ncc(/C=N/Nc2ccc(Cl)cc2)n1C
  A = 24 | B = -0.3 | C = 2 | D = -2 | E = -0.83 | F = 18 | G = 0.5 | H = 3 | I = -8
